# Screening results: PubChem BioAssay, National Center for Advancing Translational Sciences (NCATS)
# Sm TGR block: blocks Schistosoma mansoni thioredoxin glutathione reductase. actives 3% (n = 360,000). AID 485364. Potency, µM (highest dose often 114 µM), for the others: top-dose activity change, negative = inhibition, hits mostly inhibitors. purified TGR, DTNB reduction, TNB absorbance 405 nm; also: potency is read from the fitted curve at half-maximal effect; nearly all actives have a fitted effect of over 60% in size
#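 Kinetic colorimetric format: TGR-catalysed, NADPH-driven DTNB reduction monitored via TNB absorbance. Enzyme dispensed at 20 nM; compound exposure 15 min at room temperature before reaction start.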
# AmpC inh no detg: AmpC beta-lactamase inhibition without detergent. AID 485341. Potency, µM (titrated, usually from 57.1 µM), without a hit: at the highest dose activity change, negative = inhibition, most hits filed as inhibitors. actives 0.52% (n = 330,000). P00811. AmpC nitrocefin hydrolysis, absorbance 480 nm, 0.0001% Triton;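 also: potency is read from the fitted curve at half-maximal effect; plate controls were no compound for no effect and no enzyme for full effect; nearly all actives have a fitted effect of over 20% in size; some results filed as inactive show a strong effect at the top dose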
# Target sequence (P00811 whole entry, looked up): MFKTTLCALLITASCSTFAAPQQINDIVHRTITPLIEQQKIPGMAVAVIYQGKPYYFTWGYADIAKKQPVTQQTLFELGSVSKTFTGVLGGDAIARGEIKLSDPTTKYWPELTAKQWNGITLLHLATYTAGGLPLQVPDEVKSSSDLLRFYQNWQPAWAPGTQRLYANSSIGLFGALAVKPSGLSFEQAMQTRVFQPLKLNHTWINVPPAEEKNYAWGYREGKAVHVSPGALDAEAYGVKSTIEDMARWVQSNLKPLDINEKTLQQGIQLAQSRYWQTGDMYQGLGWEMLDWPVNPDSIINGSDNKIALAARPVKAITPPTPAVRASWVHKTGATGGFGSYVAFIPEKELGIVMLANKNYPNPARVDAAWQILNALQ
#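 AmpC (5.3 nM in the dispensed reagent) in 20 mM phosphate pH 7.0 with 0.01% (detergent screen) or 0.0001% Triton X-100 was preincubated with compounds for 15 min at room temperature. Nitrocefin was then added from an 800 uM solution, and hydrolysis was followed at 480 nm.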
# HCMV inh: inhibitors of human cytomegalovirus; HFF cells, HCMV-luciferase reporter, 72 h; stronger effect = lower value; activity change, negative = inhibition, % at 57.5 µM; actives 4.5% (n = 410,000); in the data active = activity change below about -60%; inconclusive = no clear call, values can overlap the other calls; inactive = above about -39%
#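 After 16 h attachment at 37C, HFF cells received test compound and HCMV-luciferase (1 PFU/cell); reporter luminescence read 72 h later, data normalized against buffer-only and known inhibitor Salinomycin.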
# AMA1 RON2 block: AMA1-RON2 (P. falciparum) interaction inhibition; Potency, µM (series often up to 58.2 µM), inactives show at the highest dose activity change, negative = inhibition, most hits filed as inhibitors; actives 0.2% (n = 360,000); AlphaScreen AMA1-biotinylated RON2 peptide binding;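 also: potency is read from the fitted curve at half-maximal effect; 0% = vehicle wells and -100% = peptide control; nearly all actives have a fitted effect of over 45% in size; some results filed as inactive show a strong effect at the top dose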
#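 AMA1 (3D7) with his tag at 25 nM final met compounds first, then biotinylated RON2 peptide at 25 nM; detection used donor plus acceptor beads, 10 µg/mL apiece, read by AlphaScreen after 30 min at room temperature.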
# AmpC inh detg: AmpC beta-lactamase inhibition with detergent present; P00811; AmpC hydrolysis of nitrocefin, absorbance 480 nm, 0.01% Triton; Potency, µM (series often up to 114 µM), without a hit: at the top dose activity change, negative = inhibition, actives largely listed as inhibitors; actives 0.041% (n = 370,000); AID 485294;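 also: potency is read from the fitted curve at half-maximal effect; 0% = no-compound wells and -100% = no-enzyme wells; nearly all actives have a fitted effect of over 25% in size; some results filed as inactive show a strong effect at the top dose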
#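 AmpC (5.3 nM in the dispensed reagent) in 20 mM phosphate pH 7.0 with 0.01% (detergent screen) or 0.0001% Triton X-100 was preincubated with compounds for 15 min at room temperature. Nitrocefin was then added from an 800 uM solution, and hydrolysis was followed at 480 nm.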
# FBPA Giardia inh: Giardia lamblia aldolase inhibition. Potency, µM (series often up to 59.6 µM), for the others: at the highest dose activity, negative = inhibition, most hits filed as inhibitors. actives 0.71% (n = 290,000). purified Giardia FBPA; also: potency is read from the fitted curve at half-maximal effect; nearly all actives have a fitted effect of over 55% in size
# Target sequence (A8B2U2 whole entry, looked up): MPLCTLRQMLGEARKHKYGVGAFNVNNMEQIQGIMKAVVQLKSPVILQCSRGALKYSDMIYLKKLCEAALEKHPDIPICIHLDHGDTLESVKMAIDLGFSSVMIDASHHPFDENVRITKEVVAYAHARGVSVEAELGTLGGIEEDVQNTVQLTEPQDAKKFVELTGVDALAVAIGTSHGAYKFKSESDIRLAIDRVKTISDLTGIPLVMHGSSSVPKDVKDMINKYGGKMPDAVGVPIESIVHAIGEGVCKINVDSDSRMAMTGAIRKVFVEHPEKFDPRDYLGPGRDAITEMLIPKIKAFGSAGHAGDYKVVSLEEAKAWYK
#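 40 nM FBPA preincubated 10 min at RT with compound (up to 57.5 uM final), then substrate plus GAPDH/TPI/NAD/arsenate coupling and diaphorase/resazurin added. Fluorescence read after 20 min at RT, 525/598 nm.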
# * hit, by the source's call; ? = inconclusive; nt = not tested or not shown; & = joins results of further samples; [ ] = remark or other dose. Unless noted, calls follow the shape of the dose curve; as a rule, active = well fitted curve in the direction sought with a large enough effect; inconclusive = small, poorly fitted or top-dose-only effect, or another doubt; inactive = no such curve, though single readings can be large; an effect the other way counts as inactive or inconclusive. Unless noted, % is scaled to controls: 0 for no effect and ±100 for the full control effect.
SMILES,Sm TGR block,AmpC inh no detg,HCMV inh,AMA1 RON2 block,AmpC inh detg,FBPA Giardia inh
CC(C)NS(=O)(=O)c1ccc(CCC(=O)Nc2ccc3c(c2)OCCO3)cc1,0%,-27%,-18,?,-7%,2%
N#Cc1ccccc1N=Cc1ccc(Br)cc1,1%,-43%,-24,4%,2%,5%
Cc1ccc(NC(=O)CN2C(=O)N/C(=C/c3cc(C)n(-c4cccc(C(=O)O)c4)c3C)C2=O)cc1,20µM*,-4%,-27,-4%,1%,-11%
CC(=O)Nc1ccccc1/C=C/c1ccc2c(C)cc(C)c(O)c2n1,3%,-5%,-7,21%,-14%,6%
COc1ccc(-n2cc3c(c2-c2cccc(Br)c2)c(=O)n(C)c(=O)n3C)cc1OC,-9%,nt,-7,nt,23%,nt
CCCCN(C)CCNC(=O)C1CCCN(S(=O)(=O)c2ccc3c(c2)oc(=O)n3C)C1 (centres undefined),0%,nt,4,nt,5%,nt
CN(Cc1ccccc1)C(=O)c1ncn(Cc2ccccc2)c1C(=O)N(C)Cc1ccccc1,-12%,118%[activator],-17,4%,-3%,nt
CCOC(=O)c1cc(-c2ccccc2)nc2ccc(C)cc12,11%,-9%,0,57%[activator],-10%,1%
CC(C)c1ccc(/C=N\NC(=O)c2ccc(Cn3cccn3)o2)cc1,4%,-3%,6,0%,?,3%
CC(=C1C(=O)c2ccccc2C1=O)N1CCN(CCN=CC2=C(O)CC(C)(C)CC2=O)CC1,?,-21%,7,45%[activator],?,-15%
COC(=O)C1=C(C)N(c2ccc(C)c(C)c2)/C(=C/c2ccc(O)cc2)C1=O,-22%,-30%,-26,-11%,1%,0%
O=C(c1ccccc1)N1CCN(c2ncnc3c2cnn3-c2ccccc2)CC1,9%,2%,21,0%,-12%,nt
Cc1ccccc1NC(=O)Cc1nnc(SCC(=O)N2CCOCC2)n1C,-27%,-8%,11,7%,2%,-1%
COc1ccc(-c2nnc(CSc3nc4ccccc4c(=O)n3C)o2)cc1OC,4%,-11%,-23,12%,0%,15%
COc1ccc(N(C)C(=O)c2cc3c(s2)-c2c(C)cccc2OC3)c(OC)c1,-2%&-3%,19%,-7&-27,-4%,-2%&17%,-9%
CC(NC(=O)CCC(=O)NC(C)c1ccccc1)c1ccccc1 (centres undefined),-28%,-8%,-14,9%,?,7%
O=C(CCc1ccccc1)NNC(=O)Cc1ccccc1,12%,-12%,5,12%,7%,-1%
Cc1ccc(-c2n[nH]c3c2C(c2cccc(O)c2)N(c2ccc(C(=O)O)cc2)C3=O)cc1 (centres undefined),1%&-3%,-42%,-34&-3,-2%,4%&3%,13%
O=C(COC(=O)c1ccc(Br)c(S(=O)(=O)N2CCOCC2)c1)NCCc1ccccc1,nt,31%,-10,-13%,nt,nt
CN(Cc1ccccc1)C(=O)C1CCN(S(=O)(=O)c2ccc(-n3cnnn3)cc2)CC1,3%,16%,-12,9%,-6%,10%
N#CC(C(=O)NCCc1ccccc1)c1nc2ccccc2nc1N1CCOCC1 (centres undefined),1%,-9%,-29,4%,-5%,-16%
O=C(CN1C(=O)NC2(CCCC2)C1=O)N1CCN(S(=O)(=O)c2ccccc2)CC1,0%,-6%,21,-17%,-11%,3%
O=C(O)c1cccc2c1C(=O)c1ccc(-c3ccc(F)cc3OCc3ccccc3)cc1S2(=O)=O,32µM*,143%[activator],nt,3%,8%,nt
COc1cc(N)c(Cl)cc1C(=O)NC1CN2CCC1CC2 (centres undefined),1%,-22%,nt,nt,-1%,-4%
Cc1nn(-c2ccccc2)c(C)c1NC(=O)CCl,0%,-17%,?,6%,-17%,0%
CCOc1ccc(CNC(=O)C2CC(=O)N(C3CCCC3)C2)cc1OC (centres undefined),7%,-18%,?,1%,2%,0%
c1ccc(CCNCc2cccs2)cc1,6%,-12%,24,-1%,-10%,-28%
CCOc1ccc(CNC(=O)Cn2cc3c(n2)-c2c(oc(C(=O)N4CCOCC4)c2C)CC3)cc1,-13%,nt,-63*,nt,-3%,nt
CCOC(=O)c1ccccc1NC(=O)c1nn(-c2ccc(C)cc2)c(=O)n(C)c1=O,8%,nt,28,nt,15%,nt
O=C1CC(c2ccccc2)CC(O)=C1C=NCc1ccc(Cl)c(Cl)c1 (centres undefined),0%,-6%,-7,-6%,-5%,5%
CC1CCCCN1C(=O)CCC(=O)Nc1nnc(C(F)(F)F)s1 (centres undefined),-2%,-3%,5,-1%,0%,nt
Cc1ccc(-c2nnc(C)c(N3CCCC3)n2)cc1,5%,-8%,?,-7%,-3%,0%
COc1cc(C)c(NC(=S)Nc2ccc(C)c(Cl)c2)cc1OC,-5%,-36%,-14,-15%[11.6 µM],-1%,0%
O=C(COC(=O)c1ccc(S(=O)(=O)N2CCOCC2)cc1)NCc1cccs1,-2%,-1%,14,16%,3%,4%
CC1(C)CC(=O)C2=C(C1)N(Cc1ccco1)C(=O)C2(O)C(F)(F)F (centres undefined),?,-5%,0,-13%,-9%,1%
O=C(NCCc1c[nH]c2ccccc12)C(=O)NCC1OCCN1S(=O)(=O)c1cc(F)ccc1F (centres undefined),12%,-5%,-3,13%,-8%,-6%
COc1ccc(S(=O)(=O)N2CCOCC2)cc1NC(=O)COC(=O)CC1CC2CCC1C2 (centres undefined),nt,107%[activator],-8,-8%,nt,nt
O=C(Nc1ccc(-c2nc3ccccc3[nH]2)cc1)c1ccco1,?,-42%,nt,2%,0%,-9%
CCOc1ccc(N2CC(C(=O)NCc3ccccc3)CC2=O)cc1 (centres undefined),1%,39%,16,0%,?,2%
CC(C)Cn1c(-c2cccnc2)nc2c1c(=O)[nH]c(=O)n2CC(C)C,-29%,0%,19,0%,0%,10%
COc1ccc(-n2ncc3c(NCc4cccnc4)ncnc32)cc1,0%,-11%,56,10%,-7%,-7%
Cn1c(SCC(=O)c2ccc3c(c2)OCCO3)nnc1C(F)(F)F,-2%,-1%,56,-14%,0%,-2%
CCC(=O)N1CC(=O)Nc2ccc(Br)cc2C1c1ccccc1 (centres undefined),2%,12%,-37,-23%,3%,1%
O=C(CCn1cnc2ccccc2c1=O)NCc1ccccc1Cl,5%,nt,3,nt,2%,nt
O=C(c1ccccc1)N1CCC(CC2CC(c3ccc(Cl)cc3)=NO2)(C(=O)NCC2CCCCC2)CC1 (centres undefined),27%,61%[activator],-1,-3%,4%,1%
CCOC(=O)c1cn(CC)c2cc(Cl)c([N+](=O)[O-])cc2c1=O,-17%,-4%,-16,-7%,?,7%
CC(C)(C)c1ccc(C(=O)CSc2n[nH]c(=O)[nH]c2=O)cc1,1%,-35%,1,2%,-5%,1%
S=C(NCCc1ccccc1)Nc1nccs1,2.2µM*,-30%,-6,73%[activator],-2%,nt
CC(=O)NS(=O)(=O)c1ccc(NC(=O)c2ccc3c(c2)OCO3)cc1,-4%,-12%,-10,-2%,-10%,-15%
CC(=O)Nc1cccc(NC(=O)c2cc(-c3cccnc3)nc3ccc(Br)cc23)c1,1%,159%[activator],-28,-8%,?,nt
CN(C)C(=O)c1ccc(NC(=O)c2ccc(-c3ccc(Cl)cc3)o2)cc1,32µM*,91%[activator],?,-4%,-3%,nt
COc1ccc(C)cc1S(=O)(=O)NC1CCCCC1C (centres undefined),-11%,-3%,-20,1%,?,1%
O=C(NCCn1ccc2ccccc21)c1ccc2c(c1)OCO2,7%,-37%,280,-3%,?,3%
O=C1CCCc2nc(N3CCN(C(=O)c4ccco4)CC3)ncc21,-5%,-19%,79,20%,-14%,nt
COc1ccc(C(C2C(=O)CC(C)(C)CC2=O)C2C(=O)CC(C)(C)CC2=O)cc1CO,?,-7%,26,-4%,-3%,-13%
CN1CCN(S(=O)(=O)c2ccc(N(C)Cc3cccc(F)c3)nc2)CC1,-3%,34%,-29,4%,9%,nt
CCCOc1ccc(Nc2cc(C)nc(C)n2)cc1,4%,nt,34,nt,13%,nt
CCCCCOC(=O)CC(C(=O)OCCCCC)N1CCCCC1 (centres undefined),6%,19%,-33,6%,2%,?
O=C(NCc1ccc(Cl)cc1)N1CCN(Cc2ccccc2)CC1,0%,59%,-93*,13%,-3%,6%
CCOC(=O)CN(C(=O)COc1nc(-c2ccccc2)cc(C)c1C#N)c1ccc(C)cc1,-1%,13%,-18,-12%,-2%,2%
CC1=C(OC(=O)c2ccccc2)C(C)(C)C(c2ccc(Br)cc2)OC1=O (centres undefined),-3%,-21%,?,3%,4%,12%
CCCN(CCC)CCNC(=O)c1cn(C)c(=O)c2c1c1ccccc1n2C,?,-1%,46,-4%,0%,-7%

# 2 neighbouring records already listed, for reference:
SMILES,Sm TGR block,AmpC inh no detg,HCMV inh,AMA1 RON2 block,AmpC inh detg,FBPA Giardia inh
CCOC(=O)c1cn(CC)c2cc(Cl)c([N+](=O)[O-])cc2c1=O,-17%,-4%,-16,-7%,?,7%
CC(C)(C)c1ccc(C(=O)CSc2n[nH]c(=O)[nH]c2=O)cc1,1%,-35%,1,2%,-5%,1%

# 14 successive compounds from above:
SMILES,Sm TGR block,AmpC inh no detg,HCMV inh,AMA1 RON2 block,AmpC inh detg,FBPA Giardia inh
CCOC(=O)c1cn(CC)c2cc(Cl)c([N+](=O)[O-])cc2c1=O,-17%,-4%,-16,-7%,?,7%
CC(C)(C)c1ccc(C(=O)CSc2n[nH]c(=O)[nH]c2=O)cc1,1%,-35%,1,2%,-5%,1%
S=C(NCCc1ccccc1)Nc1nccs1,2.2µM*,-30%,-6,73%[activator],-2%,nt
CC(=O)NS(=O)(=O)c1ccc(NC(=O)c2ccc3c(c2)OCO3)cc1,-4%,-12%,-10,-2%,-10%,-15%
CC(=O)Nc1cccc(NC(=O)c2cc(-c3cccnc3)nc3ccc(Br)cc23)c1,1%,159%[activator],-28,-8%,?,nt
CN(C)C(=O)c1ccc(NC(=O)c2ccc(-c3ccc(Cl)cc3)o2)cc1,32µM*,91%[activator],?,-4%,-3%,nt
COc1ccc(C)cc1S(=O)(=O)NC1CCCCC1C (centres undefined),-11%,-3%,-20,1%,?,1%
O=C(NCCn1ccc2ccccc21)c1ccc2c(c1)OCO2,7%,-37%,280,-3%,?,3%
O=C1CCCc2nc(N3CCN(C(=O)c4ccco4)CC3)ncc21,-5%,-19%,79,20%,-14%,nt
COc1ccc(C(C2C(=O)CC(C)(C)CC2=O)C2C(=O)CC(C)(C)CC2=O)cc1CO,?,-7%,26,-4%,-3%,-13%
CN1CCN(S(=O)(=O)c2ccc(N(C)Cc3cccc(F)c3)nc2)CC1,-3%,34%,-29,4%,9%,nt
CCCOc1ccc(Nc2cc(C)nc(C)n2)cc1,4%,nt,34,nt,13%,nt
CCCCCOC(=O)CC(C(=O)OCCCCC)N1CCCCC1 (centres undefined),6%,19%,-33,6%,2%,?
O=C(NCc1ccc(Cl)cc1)N1CCN(Cc2ccccc2)CC1,0%,59%,-93*,13%,-3%,6%
